# Source: PubChem (several laboratories)
# CHRM5 PAM: positive allosteric modulators of human muscarinic M5 receptor; actives 0.3% (n = 360,000); P08912; activation, % at 3 µM; CHO-K1 hM5, Fluo-8 calcium, ACh EC20 PAM; 0% = ACh EC20, 100% = ACh EC100; AID 624038;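 active = activation above the run cutoff, the mean activation of all test compounds plus 3 SD, cut at about 18% in these data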
# Target sequence (P08912 whole entry, looked up): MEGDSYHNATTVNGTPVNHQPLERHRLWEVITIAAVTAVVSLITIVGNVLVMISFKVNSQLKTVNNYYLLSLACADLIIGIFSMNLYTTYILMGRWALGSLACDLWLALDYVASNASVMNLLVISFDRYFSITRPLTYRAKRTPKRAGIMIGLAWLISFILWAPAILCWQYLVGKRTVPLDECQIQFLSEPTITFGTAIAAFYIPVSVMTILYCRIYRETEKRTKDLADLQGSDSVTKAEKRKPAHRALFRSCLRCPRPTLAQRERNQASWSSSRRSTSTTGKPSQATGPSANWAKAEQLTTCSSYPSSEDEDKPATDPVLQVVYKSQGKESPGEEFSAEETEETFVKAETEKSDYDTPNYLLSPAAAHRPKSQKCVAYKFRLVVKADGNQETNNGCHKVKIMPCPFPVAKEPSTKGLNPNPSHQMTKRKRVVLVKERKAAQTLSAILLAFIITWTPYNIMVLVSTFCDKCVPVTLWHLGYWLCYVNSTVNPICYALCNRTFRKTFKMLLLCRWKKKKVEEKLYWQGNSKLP
#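 Assay system: CHO-K1 hM5 cells / Incubation: Fluo-8 loading 80 min at 37 °C plus 30 min room temperature / Technique: Fluo-8 calcium dye fluorescence, kinetic read / Repeats: single replicate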
# CHRM1 PAM: positive allosteric modulators of human M1 muscarinic receptor; P11229; CHO-K1 hM1, Fluo-8 calcium fluorescence, ACh EC20; 0% = ACh EC20, 100% = maximal ACh; activation, % at 3 µM; actives 0.088% (n = 360,000); in the data active = activation above about 19%, passing the limit was not always enough
# CRFBP-R2 block: blocks CRF-induced signaling of the CRF-BP/CRF-R2 complex; AID 588475; inhibition, % at 11.8 µM; HEK293 CRF-R2/CRF-BP, CRF-induced calcium fluorescence; actives 0.59% (n = 350,000);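 active = inhibition of the ligand-induced calcium signal above about 50% at the single tested concentration, limit read from the data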
# CRFBP-R2 agonist: CRF-BP/CRF-R2 complex agonism; HEK293 CRF-R2/CRF-BP, calcium dye fluorescence (FLIPR); percent of saturating CRF peptide response; activation, % at 13.2 µM; actives 0.46% (n = 350,000); AID 588473;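 active = activation of at least 50%, plus an integration ratio under a set limit after plate pattern correction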;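 note: plate controls were neutral control wells without compound for no effect and CRF at EC100 for full effect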
# CHRM5 agonist: CHRM5 agonism in calcium assay | P08912 | CHO-K1 hM5 cells, Fluo-8 calcium fluorescence; 0% DMSO wells, 100% maximal acetylcholine response | activation, % at 3 µM | actives 0.19% (n = 360,000) | AID 624037;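 active = activation above the run's mean over test compounds plus 3 SD, cut at about 23% in these data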;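 note: signal is peak over basal fluorescence ratio across the kinetic read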
# CHRM4 agonist: CHRM4 agonism in calcium assay; CHO-K1 hM4/Gqi5, Fluo-8 calcium fluorescence; vehicle 0%, full acetylcholine response 100%; P08173; AID 624127; actives 0.14% (n = 360,000); activation, % at 3 µM;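 active = activation above the run mean over all test wells plus 3 SD, cut at about 32% in these data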;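 note: peak over basal fluorescence ratio per well then scaled between controls; 0% = DMSO wells and 100% = acetylcholine at EC100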
# Target sequence (P08173 whole entry, looked up): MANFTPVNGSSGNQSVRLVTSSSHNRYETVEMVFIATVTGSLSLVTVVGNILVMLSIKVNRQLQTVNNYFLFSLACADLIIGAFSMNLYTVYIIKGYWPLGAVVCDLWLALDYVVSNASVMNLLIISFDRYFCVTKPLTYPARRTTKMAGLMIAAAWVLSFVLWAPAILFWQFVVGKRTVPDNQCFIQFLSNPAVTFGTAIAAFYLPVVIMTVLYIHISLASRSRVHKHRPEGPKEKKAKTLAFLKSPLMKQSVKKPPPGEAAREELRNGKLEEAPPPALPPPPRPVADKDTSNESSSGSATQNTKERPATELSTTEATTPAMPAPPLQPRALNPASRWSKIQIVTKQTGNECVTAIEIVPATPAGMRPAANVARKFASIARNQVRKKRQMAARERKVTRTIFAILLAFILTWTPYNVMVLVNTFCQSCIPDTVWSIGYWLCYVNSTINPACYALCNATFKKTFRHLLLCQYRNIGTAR
# M4 PAM: potentiates acetylcholine response at human M4 receptor; P08173; CHO-K1 hM4/Gqi5, Fluo-8 calcium fluorescence, ACh EC20; 0% = ACh EC20, 100% = maximal ACh; activation, % at 3 µM; actives 0.4% (n = 360,000); AID 624126;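 active = activation above its plate's cutoff, the mean activation of sample wells plus 3 SD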; note: some results filed as inactive read as strong as hits
# M4 antag: CHRM4 antagonism in calcium assay. P08173. CHO-hM4 cells, ACh EC80, Fluo-8 calcium fluorescence. inhibition, % at 3 µM. actives 0.73% (n = 360,000);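 active = inhibition above its plate's cutoff, the mean inhibition of sample wells plus 3 SD, cut at about 27% in these data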;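 note: 0% = acetylcholine EC80 with DMSO and 100% = DMSO without agonist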
# M5 antag: antagonists of human muscarinic M5 receptor (CHRM5); CHO-hM5 cells, Fluo-8 calcium fluorescence, ACh EC80; inhibition, % at 3 µM; actives 0.59% (n = 360,000); AID 624040;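 active = inhibition above a per-plate cutoff, the mean of that plate's test compounds plus 3 SD, cut at about 27% in these data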;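 note: 0% = acetylcholine EC80 with DMSO and 100% = DMSO without agonist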
# * = called active by the depositor; / = no result given.
SMILES,CHRM5 PAM,CHRM1 PAM,CRFBP-R2 block,CRFBP-R2 agonist,CHRM5 agonist,CHRM4 agonist,M4 PAM,M4 antag,M5 antag
CCOc1cc(C(=O)O/N=C(\N)c2ccccn2)cc(OCC)c1OCC,3,2,7,-2.6,3,1,-4,4,9
O=C1C2C(c3ccccc3)C=CC(c3ccccc3)C2C(=O)N1CCO (configuration not stated),-6,-1,-29,0.3,1,3,-5,-6,2
Cn1ccc2c(-c3ccc(F)nc3)cc3c(c21)C1CCC3O1 (configuration not stated),-6,5,/,/,-5,-3,-1,-3,5
CCOC(=O)/C(=N\Nc1ncnc2ccccc12)c1ccc(OC)cc1,-4,8,-3,2.5,-4,5,3,-1,14
Cc1cccc(NC(=O)CSc2nnc(-c3ccc(S(=O)(=O)N4CCOCC4)cc3)n2C)c1,0,2,5,-1.8,0,0,11,0,3
O=C(NCc1ccco1)C1CC(c2ccc(F)cc2)=NO1 (configuration not stated),4,5,1,-0.8,4,1,6,4,-8
O=C(NC1CCCCC1)C(c1ccc(F)cc1)N(Cc1ccco1)C(=O)c1csnn1 (configuration not stated),0,10,-1,0.4,-2,3,-4,-3,8
COc1ccc(OC)c(NC(=O)CNC(=O)Cn2cnc3sc(C)cc3c2=O)c1,1,3,12,0.7,-2,0,-2,2,-4
CCCCCCCCN1C(=O)[C@H](CC(=O)NCc2ccccc2)C[C@@]2(C(=O)OC)CC(C)(C)CC=C12,3,/,/,/,-1,5,4,9,11
Cc1nc(NCC2CCCO2)c2oc3ccccc3c2n1 (configuration not stated),6,-3,7,-2.2,2,3,5,7,0
OC[C@@H]1CN(Cc2ccccc2)C[C@H](n2cnc3c(NC4CC4)ncnc32)O1,-2,14,/,/,0,1,4,-5,7
COc1ccc(CCN2CC(C(=O)NCC(=O)Nc3ccc(F)c(F)c3)CC2=O)cc1OC (configuration not stated),-2,10,3,-0.2,2,1,8,-11,12
COc1ccc(N2CCN(C(=O)COC(=O)CNC(=O)c3ccc(Cl)cc3Cl)CC2)cc1,-5,3,2,-2.5,3,6,-3,-7,8
COc1cc(CN2CCC(C(=O)NC3CCCC3)CC2)ccc1O,2,8,7,0.3,-3,0,12,-4,-4
CN(C)CCOC(=O)COc1ccc(Cl)cc1,2,0,-4,-0.5,0,1,7,-10,-3
COc1cccc(-c2ncc3ccccc3c2COC(=O)N2CCOCC2)c1,-19,-19,-8,0.3,3,13,-8,6,18
Cc1n[nH]c(=S)n1/N=C/c1ccccc1,4,5,2,1.2,0,1,6,-2,-1
CCc1cc(=O)oc2cc(OCC(=O)NCCCn3ccnc3)ccc12,1,10,-5,2.0,-5,1,9,-10,3
Cn1c(SCc2ccccc2)nnc1-c1ccncc1,4,-1,0,1.0,-2,2,-1,10,3
CC(C)CCN(C(=O)C1CSC2(C)CCC(=O)N12)c1c(N)n(Cc2ccccc2)c(=O)[nH]c1=O (configuration not stated),1,12,2,-1.2,0,0,10,-7,4
O=C(NCCCn1ccnc1)c1cc(-c2ccc3c(c2)OCO3)on1,2,3,5,-0.9,1,2,0,5,-1
CCn1c(N2CCN(CC(=O)c3ccc(OC)cc3)CC2)nc2ccccc21,11,2,9,-3.3,-10,0,-2,0,4
COc1ccc2cc(S(=O)(=O)N3CCCC(C)C3)ccc2c1 (configuration not stated),-5,2,8,1.8,-3,0,-7,-9,22
CC1CCCCC1NC(=O)COC(=O)c1cc(=O)[nH]c2ccccc12 (configuration not stated),2,-4,-1,-0.5,1,1,4,-9,7
O=C(c1c(F)cccc1F)N1CCN(CCOc2ccccc2)CC1,-1,3,18,-1.0,1,1,-4,1,9

# Reformatted with tabs: entries from further up
SMILES	CHRM5 PAM	CHRM1 PAM	CRFBP-R2 block	CRFBP-R2 agonist	CHRM5 agonist	CHRM4 agonist	M4 PAM	M4 antag	M5 antag
O=C(NC1CCCCC1)C(c1ccc(F)cc1)N(Cc1ccco1)C(=O)c1csnn1 (configuration not stated)	0	10	-1	0.4	-2	3	-4	-3	8
COc1ccc(OC)c(NC(=O)CNC(=O)Cn2cnc3sc(C)cc3c2=O)c1	1	3	12	0.7	-2	0	-2	2	-4
CCCCCCCCN1C(=O)[C@H](CC(=O)NCc2ccccc2)C[C@@]2(C(=O)OC)CC(C)(C)CC=C12	3	/	/	/	-1	5	4	9	11
Cc1nc(NCC2CCCO2)c2oc3ccccc3c2n1 (configuration not stated)	6	-3	7	-2.2	2	3	5	7	0
OC[C@@H]1CN(Cc2ccccc2)C[C@H](n2cnc3c(NC4CC4)ncnc32)O1	-2	14	/	/	0	1	4	-5	7
COc1ccc(CCN2CC(C(=O)NCC(=O)Nc3ccc(F)c(F)c3)CC2=O)cc1OC (configuration not stated)	-2	10	3	-0.2	2	1	8	-11	12
COc1ccc(N2CCN(C(=O)COC(=O)CNC(=O)c3ccc(Cl)cc3Cl)CC2)cc1	-5	3	2	-2.5	3	6	-3	-7	8
COc1cc(CN2CCC(C(=O)NC3CCCC3)CC2)ccc1O	2	8	7	0.3	-3	0	12	-4	-4
CN(C)CCOC(=O)COc1ccc(Cl)cc1	2	0	-4	-0.5	0	1	7	-10	-3
COc1cccc(-c2ncc3ccccc3c2COC(=O)N2CCOCC2)c1	-19	-19	-8	0.3	3	13	-8	6	18
Cc1n[nH]c(=S)n1/N=C/c1ccccc1	4	5	2	1.2	0	1	6	-2	-1
CCc1cc(=O)oc2cc(OCC(=O)NCCCn3ccnc3)ccc12	1	10	-5	2.0	-5	1	9	-10	3
Cn1c(SCc2ccccc2)nnc1-c1ccncc1	4	-1	0	1.0	-2	2	-1	10	3
CC(C)CCN(C(=O)C1CSC2(C)CCC(=O)N12)c1c(N)n(Cc2ccccc2)c(=O)[nH]c1=O (configuration not stated)	1	12	2	-1.2	0	0	10	-7	4
O=C(NCCCn1ccnc1)c1cc(-c2ccc3c(c2)OCO3)on1	2	3	5	-0.9	1	2	0	5	-1
CCn1c(N2CCN(CC(=O)c3ccc(OC)cc3)CC2)nc2ccccc21	11	2	9	-3.3	-10	0	-2	0	4

# Additional compounds
SMILES,CHRM5 PAM,CHRM1 PAM,CRFBP-R2 block,CRFBP-R2 agonist,CHRM5 agonist,CHRM4 agonist,M4 PAM,M4 antag,M5 antag
O=S(=O)(Nc1nc(SCc2ccc(Cl)cc2)n[nH]1)c1ccccc1,5,6,-14,0.3,6,1,2,3,-2
CCOC(=O)c1csc(CCNC(=O)c2oc3c(Cl)cc(C)cc3c2C)n1,0,0,6,0.2,-1,1,-1,8,7
Cc1ccc(SCCNC(=O)c2ccc(C)c(S(=O)(=O)Nc3cccc(C)c3)c2)cc1,-16,-6,-15,2.9,-2,8,-7,-5,1
N[C@@H](Cc1ccc(O)cc1)c1nnc([C@H](CC(=O)O)NC(=O)C2CCNCC2)o1,13,11,-13,0.0,5,1,11,0,-7
O=C(COc1ccccc1Cl)Nc1ccccc1C(=O)N1CCOCC1,-1,4,2,-0.3,-6,6,9,-1,-7
CCc1ccc(C2CC(c3ccccc3)n3ncnc3N2)cc1 (configuration not stated),0,1,-35,4.2,1,3,6,-4,-2
Cc1cc(C)nc(/N=C(\N)Nc2ccccc2-c2ccccc2)n1,-4,-6,-16,-0.3,-9,2,-9,1,16
O=C(COc1ccc(S(=O)(=O)N2CCCC2)cc1)Nc1ccc(F)cc1,2,1,-7,-0.1,-2,4,-4,-13,-4
O=C(Nc1nccs1)c1ccc2ccccc2n1,7,8,-8,1.1,-1,3,-1,4,-2
C/C(=N/OC(=O)c1ccccc1Br)c1ccc(C)cc1,-8,2,0,1.9,-5,-2,-2,-9,13
Cc1nnc2sc(-c3ccco3)nn12,-4,10,26,-0.6,2,0,6,-15,7
Cc1ccc(C)c(OCc2ccc(C(=O)NN)o2)c1,-6,2,3,-0.7,0,0,-12,3,9
CCOC(=O)N1CCC(NC(=O)C2CCN(S(=O)(=O)c3ccc4c(c3)oc(=O)n4C)CC2)CC1,-3,2,3,-1.6,1,0,-12,11,9
COC(=O)Cn1cc(C(=O)C(F)(F)F)c2ccccc21,1,5,7,-6.0,-6,1,11,-14,-3
Cc1cccc(C=Nc2ccccc2C(N)=O)c1,1,1,11,-2.7,2,1,-1,3,4
COc1c(C)cc(C(=O)C2CCCN(S(=O)(=O)c3c(C)noc3C)C2)cc1C (configuration not stated),-5,-3,3,-1.8,-5,0,-12,-1,-8
O=C(Nc1ccc(OC(F)F)cc1)Nc1cccc(C(F)(F)F)c1,-18,-19,28,14,5,13,-19,12,37*
Cc1ccc(S(=O)(=O)N(C)C)cc1NC(=O)c1ccc2ccccc2n1,4,-4,-19,-1.0,-2,1,-3,-6,3
O=C(CSc1nc2cc(Cl)ccc2c(=O)n1Cc1ccco1)Nc1ccc(S(=O)(=O)N2CCOCC2)cc1,-12,0,-33,0.7,1,7,-6,15,13
Cc1onc(-c2c(Cl)cccc2Cl)c1C(O)c1ccccc1 (configuration not stated),-9,5,17,-1.4,-9,0,-1,3,11
Cc1cc(C)cc(-n2cc[nH]c2=S)c1,-1,8,1,1.3,-5,1,1,-8,3
COc1cc(OC)c2cc(C(=O)N[C@H](C(=O)N3CCC[C@H]3C(=O)O)C(C)C)n(C)c2c1,0,3,-7,-0.7,3,1,6,-4,9
Cc1cc(=O)oc2cc(OCCSc3nnc(-c4ccccc4)o3)ccc12,-11,-1,-1,1.0,-1,2,5,1,12
Cc1ccc(-n2nc(C(=O)O)c(C)c(C#N)c2=O)cc1Cl,3,2,5,-1.0,1,-2,2,4,10
COc1ccc(C2=NN(C(=O)CCC(=O)O)C(c3cccs3)C2)cc1 (configuration not stated),8,8,-7,0.5,3,1,1,-2,-3

# (cont.)
SMILES,CHRM5 PAM,CHRM1 PAM,CRFBP-R2 block,CRFBP-R2 agonist,CHRM5 agonist,CHRM4 agonist,M4 PAM,M4 antag,M5 antag
COc1ccc(S(=O)(=O)N2CCOCC2)cc1C(=O)NCC(c1ccco1)N1CCCC1 (configuration not stated),15,-6,4,0.0,0,2,6,1,2
Cc1cc(C(=O)Nc2cccc3ccccc23)n(-c2ccccc2)n1,1,4,-10,-1.2,0,2,2,-12,-3
Cc1ccc(NC(=O)CN2C(=O)CCSc3ccc(S(=O)(=O)N4CCCC4)cc32)cc1,-2,1,-11,0.3,-5,1,9,-6,7
COc1ccc(-c2cc(C(=O)NC3CCCCC3)no2)cc1OC,4,11,-9,-0.5,-1,1,-1,4,1
COc1cccc(CN(C)C(=O)c2ccc(S(=O)(=O)Nc3ccccc3F)cc2)c1OC,-2,7,7,-1.4,4,2,12,7,3
CC(C)(C)c1ccc(S(=O)(=O)N2CCN(CCC#N)CC2)cc1,-8,-1,16,5.7,0,2,-3,-12,-1
